Compound activity: PubChem, several laboratories
SDO1 yeast rescue – compounds rescuing growth of sdo1-depleted yeast, bone marrow failure model | S. cerevisiae sdo1-depleted JHY4D growth rescue, OD600 30 h; stronger effect = higher value; pdr5 snq2 efflux-pump mutant strain | z-score at 10 µM | hit rate 0.21% among 140,000;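 active means z-score above 3 at both the 24 hr and the 30 hr optical density reads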;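 further: z-score against mean and SD of all compound wells on the same plate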
INS promoter inh – TRM-6 insulin promoter activity inhibition | inhibition, % at 2 µM | hit rate 0.9% among 130,000 | TRM-6 cells (human fetal islet line), insulin promoter-eGFP reporter, imaging; reporter expression induced with tamoxifen;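 active means inhibition above the mean plus 3 SD, with well images judged a real hit on visual review, cut at about 60% in these data, passing the limit was not always enough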
SDO1 yeast rescue Rescue 24 h – recorded beside SDO1 yeast rescue, whose call it bears; z-score; S. cerevisiae sdo1-depleted JHY4D growth rescue, OD600; measured here: growth rescue at 24 h;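 0 is the plate mean of compound wells and units are plate SD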
The depositor's hits bear a star; . = not tested or not shown; & = joins results of further samples; [ ] = dose if it differs, or a comment.

Under each structure – SDO1 yeast rescue, SDO1 yeast rescue Rescue 24 h, INS promoter inh
- COc1ccc(N2CCN(c3nc4ccc(C)cn4c(=O)c3C=O)CC2)cc1
    ., ., 30
- Cc1cc(C)n2c(SCc3ccc(Cl)cc3Cl)nnc2n1
    -1.8, -2.3, -5
- COc1ccc2[nH]c(=O)c(CN(Cc3cccnc3)C(=O)Nc3ccccc3)cc2c1
    -2.9, -2.6, 23
- COC(=O)c1ccc2nc(NC(=O)CSCC(=O)OCC(=O)c3ccccc3)sc2c1
    -0.58, -0.41, 31
- Cc1ccc(C(=O)NC2(C(F)(F)F)NC(=O)N(c3ccc(Cl)cc3)C2=O)cc1 (stereo unspecified)
    -0.21, -0.32, .
- CCCCn1c(N(CCOC(C)=O)C(C)=O)nc2ccccc21
    0.08[11.8 µM], 0.19, 89*
- COC(c1ccccc1)c1c(-c2ccccc2)nn(C)c1Cl (stereo unspecified)
    -0.97, -1.1, .
- Cc1cc(N2CCC(C)CC2)c(F)cc1[N+](=O)[O-]
    -0.83, -1.1, 0
- Nc1nc(-c2cccnc2)nn1C(=O)c1ccco1
    0.14, -0.49, -36
- COC(=O)c1ccc(N2C(=O)CC(N3CCN(C(=O)c4ccco4)CC3)C2=O)cc1 (stereo unspecified)
    0.91, 0.35, .
- COc1ccc(C(=O)Nn2c(SCC(=O)NC3CCCCC3)nc3ccccc3c2=O)cc1
    -0.55, -0.48, 63
- N#Cc1c2ccc(OCC(N)=O)cc2n2ccccc12
    ., ., -60
- N#C/C(=C\c1ccc(/C=C(/C#N)c2nn(CCO)c(N)c2C#N)cc1)c1nn(CCO)c(N)c1C#N
    0.36, 1.8, .
- C/C(=C\C(=O)c1ccc(Br)cc1)Nc1cccc(Cl)c1
    ., ., -4
- COc1cccc(C2=N/C(=C\N(C)C)C(=O)O2)c1
    -0.41, -0.61, 16
- O=C(O)CCSc1nc2ccccc2s1
    0.34, -0.26, 5
- Oc1cccc(-c2nc3ccccc3s2)c1
    -0.77, -0.76, 40
- COc1ccc(NC(=O)CSc2ncccc2C(=O)OC(C)C)cc1OC
    0.09, 0.4, 30
- CCn1c(=O)c(NC(=O)c2ccccc2)c2n(c1=S)CCCCC2
    -0.87, -1.1, .
- Cc1ccccc1NC(=O)C1CC(Cl)=CCC1C(=O)O (stereo unspecified)
    1.3, 1.6, 50

3 structures from above, sorted by count of non-hydrogen atoms, descending:
Under each structure – SDO1 yeast rescue, SDO1 yeast rescue Rescue 24 h, INS promoter inh
- CCn1c(=O)c(NC(=O)c2ccccc2)c2n(c1=S)CCCCC2
    -0.87, -1.1, .
- COC(c1ccccc1)c1c(-c2ccccc2)nn(C)c1Cl (stereo unspecified)
    -0.97, -1.1, .
- N#Cc1c2ccc(OCC(N)=O)cc2n2ccccc12
    ., ., -60

(more compounds)
Under each structure – SDO1 yeast rescue, SDO1 yeast rescue Rescue 24 h, INS promoter inh
- Cc1ccc(S(=O)(=O)C2CCOC2=O)cc1 (stereo unspecified)
    0.28, 0.18, .
- COCCn1c(SCC(=O)Nc2ccc(Cl)cn2)nnc1-c1ccncc1
    ., ., 7
- CC(C)(C)NC(=O)C(c1ccncc1)N(C(=O)c1csnn1)C1CC1 (stereo unspecified)
    0.53, -0.14, 39
- COc1cc2nc(N3CCN(C(=O)C4CCCO4)CC3)nc(N)c2cc1OC (stereo unspecified)
    0.6&1.6, 0.47&1.7, 18
- CCC(=O)N(CCc1ccccc1C)Cc1cc2cc3c(cc2[nH]c1=O)OCO3
    -0.76, -0.8, 21
- Cc1ccc(C(=O)N/C(=C/c2ccc(Cl)cc2)C(=O)Nc2cccc(C(=O)O)c2)cc1
    -0.03, -0.95, 11
- COC(=O)c1ccc(-c2nn(C)c(=O)c3ccccc23)cc1
    8.5*, 5.2*, .
- O=C(CCCCCN1C(=O)c2ccccc2C1=O)NCCc1nc2ccccc2[nH]1
    0.31, -0.6, -53
- CCn1c(SCC(=O)N2CCN(c3ccc(F)cc3)CC2)nc2ccccc2c1=O
    -1.5, -0.52, 18
- CCN1CCC(NC(=O)c2cc(OC)c(OC)cc2OC)CC1
    0.2, 0.17, -41
- COc1cccc(NC(=O)COC(=O)c2ccco2)c1
    0.51, 0.32, -10
- O=C(NCc1ccc2c(c1)OCO2)C1(S(=O)(=O)c2ccccc2)CC1
    -0.6, -0.87, 93*
- CCc1ccccc1NC(=O)C1c2ccccc2Oc2ccccc21
    -1.3, -0.41, 25
- COc1ccc(N/C=C(/C(C)=O)c2ccccc2)cc1
    -0.8, -0.38, -3
- O=C(/C=C/c1cccc([N+](=O)[O-])c1)NC(=S)Nc1ccc(CN2CCOCC2)cc1
    -1.2, -1.4, 26
- Cc1ccc(CNC(=O)C(OC(=O)c2ccco2)C(C)C)cc1 (stereo unspecified)
    -0.2, -0.31, -33
- COc1ccc(C(=O)c2c[nH]c(C(=O)NCc3cccs3)c2)cc1
    1.4, 2.9, .
- Cc1cc(C)cc(N(C(=O)c2ccc3c(c2)OCO3)C2C=CS(=O)(=O)C2)c1 (stereo unspecified)
    -0.88, -1.3, -20
- S=C(NCc1ccco1)N/N=C/c1ccc(Cl)cc1
    8.4*, 9.9*, -43
- COC(=O)c1ccc(NC(=O)CO/N=C2\CCCc3nonc32)cc1
    ., ., -87
- C/C=C/Cn1c(SC)nc2c1c(=O)[nH]c(=O)n2C
    0.19, -0.33, .
- COc1ccc(C(C#N)N2N=C(C)CC2(C)C)cc1OC (stereo unspecified)
    0.95, -0.4, 31
- COC(=O)c1ccc(NC(=S)N(Cc2cccnc2)Cc2ccco2)cc1
    ., ., 17
- Cc1cc(Nc2ccc(N3CCC(C)CC3)cc2)n2ncnc2n1
    -1.3, -0.94, -38
- Cc1cc(N2CCOCC2)nc(C(C)C)n1
    ., ., 20
- COC(=O)c1cc(NC(=O)c2c(F)c(F)c(F)c(F)c2F)cc(C(=O)OC)c1
    0.11, 0.13, 23
- O=C(O)C1CCCCC1C(=O)NCc1cn2ccccc2n1 (stereo unspecified)
    0.07, -0.04, .
- Nc1c(C(=O)Nc2ccc(S(=O)(=O)N3CCCC3)cc2)sc2nc3ccc(OC(F)(F)F)cc3cc12
    -1.5, -0.87, -231
- Cc1cc2nc(C)n3c4ccccc4nc3n2n1
    -0.53, -1.4, 43
- CC(C)C(NC(=O)COc1ccc2ccccc2c1)C(=O)N/N=C/C=C/c1ccccc1 (stereo unspecified)
    -0.09, 1.4, -39
- OC(Cn1ccnc1)c1ccc(Cl)cc1Cl (stereo unspecified)
    -2.4, -1.3, .
- C(=N\Nc1ccccc1)/c1ccc(N2CCOCC2)cc1
    -0.63, -0.32, 17
- Cc1ccc(-c2nnn(CC(=O)N(Cc3cccs3)C(C(=O)NC(C)(C)C)c3ccc(C)o3)n2)o1 (stereo unspecified)
    0.99, 1.2, -170
- COc1cccc(NC(=O)CCSc2ccc3ccccc3n2)c1
    -0.5, -0.01, -23
- O=S(=O)(Nc1nc2c(s1)CCCC2)c1ccc(Br)cc1
    -0.67, -0.71, 3
- CCC(=O)N/N=C(\C)CC(=O)Nc1ccc2c(c1)OCCO2
    ., ., -71
- COc1cc(NC(=O)C2COc3ccccc3O2)c(OC)cc1Cl (stereo unspecified)
    -1.6, -1.2, 29
- Cc1cc(C)cc(NC(=O)CCNS(=O)(=O)c2ccc3c(c2)oc(=O)n3C)c1
    -0.04, -0.51, -76
- CCC1CCCCN1C(=O)CSc1nc2c(cnn2-c2ccc(C)cc2)c(=O)[nH]1 (stereo unspecified)
    -0.98, -0.2, .
- O=C(COC(=O)c1cc(-c2cccs2)nn1-c1ccccc1)Nc1ccc(F)c([N+](=O)[O-])c1
    -0.64, -0.33, -20
- COc1ccc(-c2nc(CSCC(=O)NCc3ccc4c(c3)OCO4)c(C)o2)cc1OC
    -0.22, -0.35, .
- Cc1ccc(NC(=O)CN2C(=O)S/C(=C\c3ccc(-c4cccc(C(=O)O)c4C)o3)C2=O)cc1
    -0.55, -0.89, .
- COc1ccc(/C=N/N=C2/NC(=O)C(CC(=O)O)S2)cc1OCc1ccccc1Cl (stereo unspecified)
    0.41, -0.25, -17
- COc1cccc(CN2C(=O)CCC2(C)C(=O)NC2CCCCC2)c1 (stereo unspecified)
    0.42, -0.14, .
- Cc1ccc(C)c(NC(=O)CS(=O)(=O)c2c[nH]c3ccccc23)c1
    0.49, 0.25, .
- S=C(c1cn(Cc2ccc(Br)cc2)c2ccccc12)N1CCOCC1
    -1.3, -0.74, .
- O=C(NC1CCCCC1)N1CCc2[nH]c3ccccc3c2C1
    -0.36, -0.03, 11
- O=C(Oc1ccc(OC(=O)C2CCC2)cc1)C1CCC1
    -0.11, -1, 35
- CCN(CCCNC(=O)COc1cc(=O)n(CC)c2ccccc12)Cc1ccccc1
    0.78, 0.87, 19
- CCOc1ccccc1NC(=O)C1CCC(CNc2c(N3CCOCC3)c(=O)c2=O)CC1 (stereo unspecified)
    0.31, -0.14, .
- O=C(CCN1C(=O)c2ccccc2C1=O)OCN1C(=O)c2ccccc2C1=O
    0.45, 0.28, 4
- Fc1ccc(Nc2c(-c3ccco3)nc3ccccn23)cc1
    1.4, -0.07, 0
- O=C(COc1ccccc1)NCCSc1ccccc1
    0.61, 1.2, .
- COCCNC(=O)C(c1ccco1)N(C(=O)Cn1nnc2ccccc21)c1cccc(C)c1C (stereo unspecified)
    -0.15, -0.76, 17
- Cc1onc(-c2ccccc2)c1C(=O)Nc1ccccc1N1CCOCC1
    -1.1, -1.1, -25
- O=S(=O)(Nc1ccc2c(c1)OCCO2)c1ccc(F)cc1
    0.46, 0.86, .
- CCOc1ccc(Br)cc1S(=O)(=O)Nc1nc(CN2CCOCC2)nc2sc(C)c(C)c12
    0.26, 0.11, -71
- CSCCC(Nc1ncnc2ccc(Br)cc12)C(=O)O (stereo unspecified)
    -0.49, -0.69, .
- C/C=C/C(=O)Nc1cccc(C(F)(F)F)c1
    2, 2, .
- O=C1NC(=S)S/C1=C\c1ccc(SCc2ccccc2)o1
    -0.66, -0.6, .

(list continues)
Under each structure – SDO1 yeast rescue, SDO1 yeast rescue Rescue 24 h, INS promoter inh
- CN1C=CC=C/C1=C1\SC(=S)N(N)C1=O
    ., ., 20
- CCOC(=O)c1ccc(NC(=O)CSc2ncccn2)cc1
    0.86, 1.3, -14
- CCc1noc(C)c1C(=O)Nc1nc(-c2cc(C)ccc2C)c(C)s1
    -0.07, 0.11, .
- Cc1cccc(NC(=O)C2CC(=O)N/C(=N/N=C/c3ccco3)S2)c1 (stereo unspecified)
    0.22, 0.8, .
- COC(=O)c1c(NC(=S)Nc2ccccc2Cl)sc(C)c1C
    0.06, 0.6, -3
- O=C(O)c1ccc(-c2cccc(Cl)c2)o1
    ., ., 44
- Cc1nc2sc(C(=O)c3ccccc3)c(N)c2c2c1CCCC2
    -1.3, -0.52, 62
- CCCCNC(=O)CCc1c(C)nc2nc(-c3cc(OC)cc(OC)c3)nn2c1C
    -1, -0.75, -4
- CCOc1ccccc1C(=O)NC1CCN(Cc2nnnn2C2CCCC2)CC1
    -0.77, -0.54, -16
- COc1ccc(C(=O)NNC(=O)C(C)NC(=O)c2ccccc2NC(=O)c2ccco2)cc1 (stereo unspecified)
    0.89, 0.49, -6
- O=C(Nc1ccc(N2CCN(C(=O)c3ccccc3)CC2)cc1)c1ccc2c(c1)OCO2
    0.49, 1.1, 31
- CN1CCN(C(=S)NC(=O)/C=C/c2ccccc2)CC1
    -0.4, -0.92, -14
- O=C(NCc1ccccn1)Nc1cccc(Cl)c1
    -0.12, -0.42, .
- Cc1n[nH]c(C)c1N=Nc1cc(Cl)ccc1Cl
    -1.4, 0.16, -4
- CCCCS(=O)c1snnc1C (stereo unspecified)
    ., ., 17
- Cc1c(CC(=O)O)c(=O)oc2cc(OCc3nn[nH]n3)ccc12
    0.04, -0.64, -14
- [O-][n+]1ccc(C2CC2)cc1
    1.2, 1, .
- COc1cccc(/C=N/n2c(=O)[nH]c3ccccc32)c1OC
    -2, -1.8, 33
- O=C(NC(=S)Nc1ccc(O)cc1)c1ccccc1Cl
    ., ., 7
- O=C(O)c1ccc(CSc2nc(-c3ccccc3)cc(C(F)(F)F)n2)cc1
    -0.36, -0.3, -56

Overlap with the part before: 6 compounds, then new ones.
Under each structure – SDO1 yeast rescue, SDO1 yeast rescue Rescue 24 h, INS promoter inh
- CCCCS(=O)c1snnc1C (stereo unspecified)
    ., ., 17
- Cc1c(CC(=O)O)c(=O)oc2cc(OCc3nn[nH]n3)ccc12
    0.04, -0.64, -14
- [O-][n+]1ccc(C2CC2)cc1
    1.2, 1, .
- COc1cccc(/C=N/n2c(=O)[nH]c3ccccc32)c1OC
    -2, -1.8, 33
- O=C(NC(=S)Nc1ccc(O)cc1)c1ccccc1Cl
    ., ., 7
- O=C(O)c1ccc(CSc2nc(-c3ccccc3)cc(C(F)(F)F)n2)cc1
    -0.36, -0.3, -56
- Cc1ccccc1N1C(=O)CC(Sc2nnc(-c3ccccc3)o2)C1=O (stereo unspecified)
    -2.5, -2.1, .
- O=C(O)CSCC(=O)c1ccccc1
    0.61, 0.23, .
- COc1cc(C2NCCc3c2[nH]c2ccccc32)ccc1OC(C)C (stereo unspecified)
    ., ., 5
- Cc1cc(/C=C(\C#N)C(=O)O)c(C)n1C1CC1
    1.1, 0.64, 0
- CCSc1nnc(NC(=O)CSc2nc3c(c(=O)n2-c2ccccc2OC)SCC3)s1
    -0.06, 0.01, 56
- COc1ccc(C(O)P(=O)(OCC(C)C)OCC(C)C)c(OC)c1 (stereo unspecified)
    0.72, 1.6, -32

Of the compounds above, these contain a tert-butyl group.
Under each structure – SDO1 yeast rescue, SDO1 yeast rescue Rescue 24 h, INS promoter inh
- CC(C)(C)NC(=O)C(c1ccncc1)N(C(=O)c1csnn1)C1CC1 (stereo unspecified)
    0.53, -0.14, 39
- Cc1ccc(-c2nnn(CC(=O)N(Cc3cccs3)C(C(=O)NC(C)(C)C)c3ccc(C)o3)n2)o1 (stereo unspecified)
    0.99, 1.2, -170
